MITF TRPM1 HTS: MITF TRPM1 promoter activation in melanoma cells; actives 0.75% (n = 300,000); activation, % at 12.5 µM; AID 588334; SK-MEL-5 TRPM1-promoter luciferase, 24 h; % of positive control, neutral wells = 0;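 active = mean activation of at least 80% with every replicate also reaching 80%; inconclusive = mean reaches 80% but some replicate falls short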;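 also: 0% = neutral control wells and 100% = parthenolide positive control wells; values of inactives mirror those of a sister screen read the other way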
PvdQ inh: P. aeruginosa PvdQ acylase inhibition; purified PvdQ acylase, fluorescence plate reader; inhibition, % at 10 µM; actives 0.063% (n = 340,000); AID 488965; in the data active = inhibition above about 30%, passing the limit was not always enough; inconclusive = no clear call, values can overlap the other calls;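 also: 0% = vehicle neutral wells and 100% = reference inhibitor wells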
CAL PDZ FP-1: human CAL PDZ-peptide interaction inhibition. purified CAL PDZ, TMR-peptide fluorescence polarization, 1 h. inhibition, % at 20 µM. actives 0.02% (n = 330,000). Q9HD26. AID 504414;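 active = highest replicate inhibition of at least 40%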;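 also: plate controls were DMSO neutral control wells for no effect and unlabeled competitor peptide control wells for full effect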
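System: purified tagged CAL PDZ domain construct (CerCALP). Schedule: 1 h incubation at room temperature before polarization reading. Medium: 25 mM sodium phosphate pH 7.4, 150 mM NaCl, TCEP, IgG, Thesit. Read-out: percent inhibition from loss of millipolarization. Measured by: FP readout, S and P plane fluorescence. Probe or stimulus: fluorescent TMR peptide probe.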
CAL PDZ FP-2: blocks peptide binding to the human CAL PDZ domain; AID 602252; Q9HD26; inhibition, % at 24.9 µM; purified CAL PDZ, TMR-peptide fluorescence polarization, 1 h; actives 0.92% (n = 300,000);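 active = mean inhibition of at least 30% with at least half of replicates also reaching 30%; inconclusive = no clear call, values can overlap the other calls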;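 also: 0% = DMSO neutral control and 100% = excess unlabeled competitor peptide PRC23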
Rtt109 HAT inh: blocks Candida albicans Rtt109/Vps75 acetyltransferase activity; Q5AAJ8; purified Rtt109/Vps75, ThioGlo CoA-SH fluorescence, 4 h; inhibition, % at 34.9 µM; actives 0.16% (n = 330,000);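 active = inhibition of at least 50% in every replicate; inconclusive = best replicate reaches 50% inhibition but some replicates fall short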
PfHsp90 yeast 2: reduces growth (ATP signal) of yeast expressing P. falciparum Hsp90. S. cerevisiae expressing PfHsp90, BacTiter-Glo ATP, 48 h; yeast lacking PDR1 and PDR3 efflux regulators. inhibition, % at 9.4 µM. actives 0.32% (n = 310,000). AID 504621;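 active = every replicate shows inhibition above about 80%, whatever the replicate mean, limit read from the data; inconclusive = mean inhibition reaches the set limit but some replicate falls short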;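 also: 0% = DMSO neutral controls and 100% = 20 µM radicicol positive controls; yeast relying on Plasmodium falciparum Hsp90 in place of its own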
NSD2 inh: inhibitors of human histone methyltransferase NSD2; actives 0.54% (n = 310,000); NSD2 peptide methylation, AlphaScreen, 120 min; inhibition, % at 12.5 µM; AID 743445; in the data active = inhibition above about 50%
SR-BI HDL uptake: mouse SR-BI HDL lipid transfer inhibition; Q61009; ldlA[mSR-BI] CHO cells, DiI-HDL uptake fluorescence, 3 h; inhibition, % at 12.5 µM; actives 0.96% (n = 320,000);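 active = mean replicate inhibition of at least 70% and a set share of replicates each scoring 70 or more; inconclusive = meets just one of the two criteria; inactive = fails both criteria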;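 also: 0% = median of neutral control wells and 100% = median of positive control wells; values of inactives mirror those of a sister screen read the other way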
Target sequence (Q61009 whole entry, looked up): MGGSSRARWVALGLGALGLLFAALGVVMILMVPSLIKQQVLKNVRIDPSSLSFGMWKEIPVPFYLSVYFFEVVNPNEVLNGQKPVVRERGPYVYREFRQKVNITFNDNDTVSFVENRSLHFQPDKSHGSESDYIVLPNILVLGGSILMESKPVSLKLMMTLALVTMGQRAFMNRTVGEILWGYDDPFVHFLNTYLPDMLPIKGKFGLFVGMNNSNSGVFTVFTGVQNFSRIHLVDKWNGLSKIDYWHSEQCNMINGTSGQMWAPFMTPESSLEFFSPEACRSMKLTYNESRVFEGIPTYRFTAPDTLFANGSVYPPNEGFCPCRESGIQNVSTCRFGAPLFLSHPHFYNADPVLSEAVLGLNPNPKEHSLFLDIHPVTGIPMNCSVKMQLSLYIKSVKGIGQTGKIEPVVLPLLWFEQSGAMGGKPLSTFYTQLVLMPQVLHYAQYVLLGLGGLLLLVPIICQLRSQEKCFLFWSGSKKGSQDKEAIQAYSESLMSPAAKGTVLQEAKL
SR-BI DiI-HDL act: SR-BI HDL lipid transfer activation; CHO ldlA[mSR-BI] cells, DiI-HDL uptake fluorescence, 3 h; 100 = double the neutral-control signal; activation, % at 12.5 µM; actives 0.096% (n = 320,000);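 active = mean replicate activation of at least 60% and every replicate at or above 60%; inconclusive = mean or all-replicate condition met, but not both; inactive = mean below 60% and not all replicates reaching 60%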;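 also: 0% = median plate neutral-control signal and 100% = twice that signal; values of inactives mirror those of a sister screen read the other way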
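Material: SR-BI-overexpressing, LDLR-lacking CHO cells | Dosing: Single compound concentration, delivered by pin transfer | Probe or stimulus: Labelled HDL, 10 µg/mL | Signal: Bottom-read cell fluorescence after medium removal, ex 550/em 595 nm | Schedule: 3 h, 37 °C | Evaluation: HDL uptake via cellular fluorescence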
dFosB activator: enhances mouse delta FosB homodimer DNA binding; actives 0.99% (n = 340,000); P13346; purified delta FosB, TAMRA-CDK5 oligo fluorescence polarization; percent of positive-control signal above neutral wells; activation, % at 25 µM;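 active = mean activation above about 17%, with every replicate also reaching it, limit read from the data, passing the limit was not always enough; inconclusive = only one of the two conditions met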;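 also: fluorescence polarization rise as delta FosB binds a TAMRA Cdk5 AP-1 oligo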
Target sequence (P13346 whole entry, looked up): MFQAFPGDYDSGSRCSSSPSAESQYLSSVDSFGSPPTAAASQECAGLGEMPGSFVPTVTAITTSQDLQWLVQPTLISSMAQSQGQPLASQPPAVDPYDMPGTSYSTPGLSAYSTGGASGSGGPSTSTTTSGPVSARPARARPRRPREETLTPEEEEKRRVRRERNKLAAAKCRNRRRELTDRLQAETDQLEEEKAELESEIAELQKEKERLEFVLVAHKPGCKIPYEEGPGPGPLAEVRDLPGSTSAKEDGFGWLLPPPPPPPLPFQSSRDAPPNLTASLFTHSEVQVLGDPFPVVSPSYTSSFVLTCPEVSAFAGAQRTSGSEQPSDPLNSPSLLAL
The depositor's hits bear a star; ? = inconclusive; nt = no result given. Only part of the results is shown; the hit share may differ from the screen's.

Sequence of screens – MITF TRPM1 HTS	PvdQ inh	CAL PDZ FP-1	CAL PDZ FP-2	Rtt109 HAT inh	PfHsp90 yeast 2	NSD2 inh	SR-BI HDL uptake	SR-BI DiI-HDL act	dFosB activator
CN(C)C(Cc1ccc(Cl)cc1)C(=O)c1ccccc1 (centres undefined)
 : 19.4	6.8	-1.7	-2.1	-1.9	-4.9	33.2	-17.1	17.1	-5.0
COc1ccc(CNC(=O)CCC(=O)N2C[C@H]3C[C@H](C2)c2cccc(=O)n2C3)cc1
 : nt	1.8	0.4	-0.1	-3.7	-7.3	nt	-15.2	15.2	4.1
COC(=O)C1=C(c2ccc3ccccc3c2)C[C@@H]2CC[C@H]1N2C(=O)N1CCOCC1
 : -12.1	0.8	-0.7	-4.6	-5.0	11.9	nt	6.1	-6.1	9.7
CCN(CC)c1nc2c(C)cccn2c(=O)c1C=C1C(=O)NC(=O)NC1=O
 : -1.6	9.9	0.2	1.9	13.7	-0.1	0.0	0.3	-0.3	-2.4
COCCNC(=O)N1[C@H]2CC[C@@H]1C(C(=O)OC)=C(c1ccc(OC)c(OC)c1)C2
 : -1.7	-18.0	-0.6	-1.7	2.1	-4.7	nt	-11.9	11.9	-2.6
CP(=O)(O)CCCN
 : -7.2	0.3	-1.8	-3.1	19.3	1.6	-2.1	-2.7	2.7	-3.3
CCN1C[C@]2(COC)CC[C@H](O)[C@]34C1[C@](O)([C@@H](OC)[C@H]23)[C@@]1(O)C[C@H](OC)[C@H]2C[C@@H]4[C@@H]1[C@H]2OC
 : 2.6	-5.8	-0.5	2.7	-9.7	4.1	nt	-4.7	4.7	1.9
O=C(Nc1ccccc1)c1c(O)[nH]c(=S)[nH]c1=O
 : 1.6	-6.7	-7.0	-6.1	-4.9	-13.0	nt	30.7	-30.7	-4.8
C=CCN1CC[C@]23c4c5ccc(O)c4OC2C(O)CC[C@@]3(O)[C@H]1C5 (some centres undefined)
 : 1.9	-9.7	0.0	-3.1	-4.1	nt	nt	-3.2	3.2	-3.8
O=c1[nH]c(O)c(C=Nc2ccc(F)c(Cl)c2)c(=O)[nH]1
 : 16.6	-3.3	nt	-7.0	-1.6	5.1	32.2	-18.9	18.9	11.8
Cc1ccc(C2(O)CN3CCC2CC3)cc1 (centres undefined)
 : -0.3	-8.3	nt	-2.6	-0.6	-5.8	-1.3	8.8	-8.8	3.3
CN1C(CC(O)c2ccccc2)CCCC1CC(O)c1ccccc1 (centres undefined)
 : 7.9	-6.9	0.2	-0.6	-9.3	-1.0	nt	-7.5	7.5	6.2
C=CCn1c(O)c(C(C)=Nc2cccc(C(F)(F)F)c2)c(=O)[nH]c1=O
 : 3.9	18.3	-0.2	0.4	-8.1	-11.4	-2.0	-14.8	14.8	3.7
COC(=O)C1=C(c2ccc(C(C)=O)cc2)C[C@@H]2CC[C@H]1N2C(=O)NC(C)C
 : 8.6	-6.2	-2.3	-2.5	8.3	-7.8	nt	-11.7	11.7	2.1
Oc1ccccc1CN(CCc1ccccc1)Cc1ccccc1
 : -2.5	-11.7	-1.8	nt	-1.1	-28.1	0.3	-11.5	11.5	-8.9
Cc1ccsc1C(=O)C1CCCN(Cc2ccc(O)cc2)C1 (centres undefined)
 : 2.6	4.6	-0.1	1.0	5.6	6.9	-0.7	-10.2	10.2	-4.0
[O-]c1ccccc1-[n+]1c(-c2ccccc2)cc(-c2ccccc2)cc1-c1ccccc1
 : -42.2	-12.0	-1.3	-3.0	-1.6	5.1	nt	-3.6	3.6	-13.0
O=C(O)Cc1cnc[nH]1
 : -2.2	-5.8	-0.4	0.2	-1.0	-8.2	nt	-2.6	2.6	-2.2
c1ccc(CCN2CCC3(CC2)OCCO3)cc1
 : -4.8	-0.8	-1.6	-4.3	-7.1	-6.5	-1.7	-23.4	23.4	-0.8
Cc1c(N=Nc2c(O)[nH]c(=O)[nH]c2=O)c(=O)n(-c2ccccc2)n1C
 : -2.8	0.0	-2.0	0.9	-5.8	-12.9	-6.1	-32.3	32.3	-4.5
O=C(O)COc1ccc(Cl)cc1Cl
 : 11.8	-6.1	-0.7	-1.8	-3.9	11.2	-1.4	-15.7	15.7	0.8
CN1CC(C(=O)c2cccc(C(F)(F)F)c2)C(c2ccc(Cl)cc2)C1 (centres undefined)
 : -4.5	-2.3	0.8	58.8*	5.5	-25.9	8.4	-41.7	41.7	0.2
CCn1c(=O)n(CC)c2cc([N+](=O)[O-])c(N3CCNCC3)cc21
 : -0.5	-16.4	13.3	69.1*	-1.3	-2.5	0.0	35.7	-35.7	-8.2
Cc1c(/C=N/O)c2ccccc2n1C
 : -13.1	-8.0	-2.2	-3.8	7.5	13.1	-0.1	0.3	-0.3	-5.5
COC(=O)C1=C(c2ccc(C(C)=O)cc2)C[C@@H]2CC[C@H]1N2C(=O)NCC1CC1
 : 9.4	-3.5	0.7	-0.9	-2.6	-1.6	nt	-29.7	29.7	-3.1
COc1ccc(NC(=O)N2C[C@@H]3C[C@@H](C2)c2cccc(=O)n2C3)cc1
 : 1.5	0.9	0.7	-2.2	1.9	6.5	nt	-22.0	22.0	6.1
CCCCCSc1cc(OC)c(CCN)cc1OC
 : -36.3	-26.3	-0.9	0.4	2.4	-7.0	24.0	-14.1	14.1	-1.8
Cc1cc(O)c2c(c1)OC(C)(C)C1=C2CC(C)CC1 (centres undefined)
 : -10.9	-11.7	0.2	nt	-6.2	-17.4	0.6	20.4	-20.5	-12.3
CCCNC(=O)N1[C@H]2CC[C@@H]1C(C(=O)OC)=C(c1ccc(C(C)=O)cc1)C2
 : 7.0	-9.1	1.3	-1.5	-4.7	12.9	nt	-10.2	10.2	-3.6
COc1ccc(CCn2c(O)c(C=NCCN3CCCCC3)c(=O)[nH]c2=O)cc1OC
 : 12.7	-6.0	-2.5	-0.1	8.0	16.3	1.7	nt	nt	1.7
C[C@]12CCC3C(CC[C@H]4C[C@@H](O)CC[C@]34C)C1CC[C@@H]2OC(=O)[C@H](N)CCCCN (some centres undefined)
 : -29.2	-5.9	-1.1	0.1	1.4	27.1	nt	9.8	-9.8	-44.6
COc1ccccc1NC(=O)N1C[C@@H]2C[C@@H](C1)c1cccc(=O)n1C2
 : 10.2	-0.3	0.7	-0.5	-9.2	-15.7	nt	-17.5	17.5	-5.2
NC(=O)Cn1cc(C(=O)c2ccccc2F)c2ccccc21
 : -6.0	-13.0	-3.2	-3.6	-10.3	9.0	-2.7	-11.0	11.0	-1.1
CN1CCN(c2cc(N3CCCC3)c([N+](=O)[O-])cc2F)CC1
 : nt	-11.3	-1.2	-1.3	0.1	-16.6	22.6	5.0	-5.0	6.6
O=C(N/N=C/c1c(O)n(Cc2ccccc2)c(=O)[nH]c1=O)c1ccccc1
 : 8.5	2.5	-0.5	-3.2	1.7	19.0	0.3	66.8	-66.8	-2.4
O=[N+]([O-])NC1=NCN(Cc2ccco2)CN1Cc1ccco1
 : -2.4	13.8	-1.4	-3.2	-5.2	-10.0	-1.2	-42.0	42.0	0.9
CN1/C(=C\C=C2C(=O)NC(=S)NC2=O)C(C)(C)c2ccccc21
 : -9.4	6.7	8.4	-2.0	2.4	-16.4	-0.3	-76.2	?	-104.6
OCCNCCc1c[nH]c2ccc(OCc3ccccc3)cc12
 : 13.1	-2.9	0.1	-5.6	-0.7	5.4	20.4	-16.2	16.2	12.3
COc1cc(OC)c(OC)cc1CNCCc1ccc2c(c1)OCO2
 : nt	-6.4	-0.4	-2.3	-7.1	-11.5	2.4	25.6	-25.6	1.1
CCOC(=O)[C@]12Cc3ccccc3[C@H]1N(Cc1ccccc1)C(=O)c1ccccc12
 : 11.1	-26.4	-0.8	-0.9	-2.5	31.1	nt	-21.0	21.0	-1.8
Cc1ccc(NP(=O)(Oc2ccccc2F)Oc2ccccc2F)cc1C
 : -4.0	2.3	-0.7	-3.4	-3.2	-15.7	-2.1	9.2	-9.2	3.4
CCSC(=O)N1CCCCCC1
 : 3.8	0.8	0.1	-1.0	-3.6	-38.0	nt	3.7	-3.7	0.0
CCCCn1c(O)c(C(C)=NCc2ccc(F)cc2)c(=O)[nH]c1=O
 : 6.5	-12.0	0.1	nt	1.0	-15.6	-4.2	-12.4	12.4	-1.7
Cn1c(O)c(C(=O)c2ccccc2F)c(=O)n(C)c1=O
 : nt	-5.2	-2.1	-4.5	3.2	32.4	-1.1	6.1	-6.1	-3.2
Nc1nc(N)c2cnnn2n1
 : 9.4	-1.8	-0.7	nt	12.9	nt	1.3	-16.1	16.1	-2.7
O=C(Nc1ccccc1Cl)OC1CN2CCC1CC2 (centres undefined)
 : -6.4	-9.2	-0.6	1.4	-0.5	-8.4	0.5	18.0	-18.0	-2.7
O=C1CC(=O)N(Cc2ccccc2)C(=O)N1CCCCCCN1C(=O)CC(=O)N(Cc2ccccc2)C1=O
 : nt	3.3	-1.5	nt	10.7	15.6	2.7	3.6	-3.6	-7.0
CC(=O)Nc1ccccc1C(=O)OCC(=O)c1ccc2ccccc2c1
 : nt	-14.4	-6.1	-3.2	nt	nt	-6.7	26.0	-26.0	-13.9
O=[N+]([O-])CCO
 : 10.0	-14.0	-1.1	-0.1	7.6	13.3	nt	3.2	-3.2	-1.1
CCCN(CCC)C(=O)Cc1c(-c2ccc(Cl)cc2)nc2c(Cl)cc(Cl)cn12
 : -5.6	-11.7	-0.3	1.5	4.4	-4.8	nt	36.6	-36.6	3.0
CCCc1nc2ccccc2c(=O)n1-c1ccc(OC)cc1
 : nt	-4.6	-0.4	nt	-8.1	-13.9	-0.5	16.5	-16.5	0.5
CC(C)CNc1c2c(nc3ccccc13)CCC2
 : 6.4	-7.6	-1.0	-9.7	-0.6	-0.1	1.9	3.8	-3.8	-10.1
O=C(Nc1ccc(Cl)cc1)Nc1nccs1
 : 0.6	-4.9	-2.8	-3.2	4.0	-15.9	-4.6	20.8	-20.8	-3.0
CCOc1ccc(C2(C#N)CC[N+](C)(C)CC2)cc1
 : -9.3	-14.5	nt	-2.2	2.9	-0.5	0.7	-8.7	8.7	-2.8
COCCOC(=O)C1=C(N)OC(C)=C(C(=O)OC)C12C(=O)Nc1ccccc12 (centres undefined)
 : -11.1	-12.8	-2.5	1.2	nt	-12.1	-2.2	-4.8	4.8	3.4
